Screening data (PubChem)
LmPK inhibitor: blocks Leishmania mexicana pyruvate kinase activity. Q27686. purified LmPK, Kinase-Glo ATP luminescence, 1 h. Potency, µM (titrated, usually from 57.5 µM), for inactives: top-dose activity change, negative = inhibition, usual class: inhibitors. 290,000 tested, 0.37% active. AID 1721; also: potency is read from the fitted curve at half-maximal effect; % is scaled to controls: 0 for no effect and ±100 for the full control effect
Target sequence (Q27686 whole entry, looked up): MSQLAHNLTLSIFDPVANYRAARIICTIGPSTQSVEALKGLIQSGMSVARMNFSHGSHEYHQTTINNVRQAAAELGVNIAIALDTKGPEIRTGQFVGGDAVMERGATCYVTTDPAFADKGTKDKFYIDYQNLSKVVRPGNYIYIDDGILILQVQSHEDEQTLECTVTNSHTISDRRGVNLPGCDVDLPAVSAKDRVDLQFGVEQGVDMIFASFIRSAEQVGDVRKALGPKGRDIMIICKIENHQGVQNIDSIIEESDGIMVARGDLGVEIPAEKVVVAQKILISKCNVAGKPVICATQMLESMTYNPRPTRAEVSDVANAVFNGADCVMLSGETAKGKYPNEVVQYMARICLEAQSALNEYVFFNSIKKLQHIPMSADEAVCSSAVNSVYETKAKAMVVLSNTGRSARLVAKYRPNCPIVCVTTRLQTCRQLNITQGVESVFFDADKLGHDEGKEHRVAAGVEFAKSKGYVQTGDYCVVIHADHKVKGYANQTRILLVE
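In 50 mM imidazole pH 7.2 with 7 mM MgCl2, LmPK (0.1 nM) turned over PEP (0.5 mM) and ADP (0.1 mM) for 1 h at room temperature. Luciferase read-out of ATP.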
TbPYK inhibitor: inhibitors of Trypanosoma brucei pyruvate kinase; TbPYK enzyme, Kinase-Glo Plus ATP luminescence, 45 min; Potency, µM (top dose mostly 76.8 µM), for the others: at the highest dose activity, negative = inhibition, most hits filed as inhibitors; 410,000 tested, 0.12% active; also: potency is read from the fitted curve at half-maximal effect; % is scaled to controls: 0 for no effect and ±100 for the full control effect; nearly all actives have a fitted effect of over 50% in size
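Enzyme and substrate buffer are dispensed first and compound is pin-transferred. ADP at 130 uM final then starts the reaction, which runs 45 min at room temperature. Detection reagent is added for 10 min before luminescence is imaged.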
Pf growth 96h: P. falciparum growth inhibition at 96 hour, primary screen for plastid delayed-death inhibitors; 320,000 tested, 6.9% active; Potency, µM (titrated, usually from 28.7 µM), for the others: at the top dose activity change, negative = inhibition, hits mostly inhibitors; P. falciparum luciferase reporter growth, 96 h; AID 504834; also: potency is read from the fitted curve at half-maximal effect; % is scaled to controls: 0 for no effect and ±100 for the full control effect
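Luminescence readout: decreased luciferase signal marks inhibited growth of reporter-expressing P. falciparum in infected red cells (2% hematocrit, 0.05% parasitemia final), exposed to compound two generations (96 h, 37 C, 5% CO2).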
CHX counter: counter-screen hit for Shiga toxin inhibitors, cycloheximide. 300,000 tested, 12% active. AID 2314. cell reporter, cycloheximide protein synthesis inhibition counterscreen. max response, %; in the data active = max response mostly above about 13%, no sharp cut-off; inactive = mostly below about 14%; also: read at 38.3 µM for the half of the compounds with a filed dose; 0% is about no effect
Pf growth 48h: P. falciparum growth inhibition at 48 hours (one generation) | P. falciparum luciferase growth in erythrocytes, 48 h | Potency, µM (highest dose often 28.7 µM), for inactives: top-dose activity change, negative = inhibition, most hits filed as inhibitors | 310,000 tested, 5.9% active | AID 504832; also: potency is read from the fitted curve at half-maximal effect; % is scaled to controls: 0 for no effect and ±100 for the full control effect
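Luciferase-expressing parasites in RBCs, 2% Hct / 0.1% parasitemia final; RPMI 1640 + 0.5% Albumax; 37 C, 5% CO2, one generation; luminescence read-out, lower signal = inhibition.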
Shiga inhibitor: blocks Shiga toxin action in Vero cells; Vero cells, Shiga toxin protein synthesis inhibition reporter; inhibition, % at 38.7 µM; 290,000 tested, 9.2% active; AID 2315; in the data active = inhibition mostly above about 28%, no sharp cut-off; inactive = mostly below about 43%; also: 0% is about no effect
AMA1-RON2 inh: inhibitors of Plasmodium falciparum AMA1-RON2 interaction; AlphaScreen AMA1-biotinylated RON2 peptide binding; Potency, µM (series often up to 58.2 µM), for inactives: at the top dose activity change, negative = inhibition, hits mostly inhibitors; 360,000 tested, 0.2% active; AID 720542;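 also: potency is read from the fitted curve at half-maximal effect; 0% = vehicle wells and -100% = peptide control; nearly all actives have a fitted effect of over 45% in size; some results filed as inactive show a strong effect at the top dose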
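AMA1 (3D7) with his tag at 25 nM final met compounds first, then biotinylated RON2 peptide at 25 nM; detection used donor plus acceptor beads, 10 µg/mL apiece, read by AlphaScreen after 30 min at room temperature.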
Active calls of the source: *; ? = inconclusive; . = not tested or not shown; & = joins results of further samples; [ ] = remark or other dose. Unless noted, calls follow the shape of the dose curve; as a rule, active = well fitted curve in the direction sought with a large enough effect; inconclusive = small, poorly fitted or top-dose-only effect, or another doubt; inactive = no such curve, though single readings can be large; an effect the other way counts as inactive or inconclusive.

No.	structure	TbPYK inhibitor	Shiga inhibitor	AMA1-RON2 inh	LmPK inhibitor	Pf growth 96h	CHX counter	Pf growth 48h
1	CCN(CC)CCn1c(=S)[nH]c2cc(C(=O)NCc3ccc(C)cc3)ccc2c1=O	9%	-4	40%[activator]	1%	?	-6	13%
2	CCc1ccc(NC(=O)C/C(C)=N/NC(=O)OCc2ccc(OC)cc2)cc1	-4%	-13	-1%	0%	-22%	11	8%
3	COc1ccc(-c2c(-c3ccc(O)cc3O)n[nH]c2C)cc1OC	1%	-20	31%[activator]	-5%	?	4	.
4	CCN(CC)S(=O)(=O)c1cccc(NC(=O)CCSc2ccc(Cl)cc2)c1	15%	9	-7%[11.6 µM]	0%	-30%	5	-3%
5	CCc1nc(SCC(=O)Nc2cc(C)on2)c2c(C)c(C)sc2n1	5%	-9	6%	1%	?	-8	18%
6	CCCCOP(=O)(c1ccc(N(C)C)cc1)C(O)c1ccc(C(C)C)cc1 (configuration not stated)	0%	3	-4%	7%	?	-2	?
7	Cc1ccccc1-n1nnnc1-c1ccccc1	-23%	-5	-1%	2%	-18%	-1	5%
8	Cc1ccc2c(c1)N(CC(=O)c1cccc(Cl)c1)C(=O)C(C)O2 (configuration not stated)	2%	-18	13%	0%	4.1µM*	3	?
9	C=CCSc1nnc(CCCCCN2C(=O)c3cccc4cccc(c34)C2=O)o1	2%	-3	-1%	-1%	?	1	10%
10	CCOc1ccc(N/C=C/C(=O)c2ccc(OC)cc2)c([N+](=O)[O-])c1	-9%	132*	-7%	0%	135%[activator]	39*	7%
11	COc1ccc(-n2nc3c(c2NC(=O)CC(C)C)CS(=O)C3)cc1 (configuration not stated)	0%	-2	1%	2%	27%	10	31%[activator]
12	O=C(c1ccco1)N1CCN(Cc2nnnn2CC2CCCO2)CC1 (configuration not stated)	?	-16	1%	5%	-18%	-4	14%
13	COc1cccc(CNC(=O)C2CCN(S(=O)(=O)c3cccc4nonc34)CC2)c1	0%	7	-20%	-1%	-21%	4	-4%
14	CCCNc1[nH]c(=O)n(C)c(=O)c1N=O	3%	-10	-5%	-6%	-17%	2	34%[activator]
15	CC(OC(=O)c1ccc2ccccc2n1)C(=O)c1ccccc1 (configuration not stated)	-7%	87*	12%	?	0%	25*	12%
16	Cn1c(=O)n(CC(=O)N2CCOCC2)c2ccccc21	1%	14	-4%	0%	?	-2	9%
17	CCC1(C)Cc2ccccc2-c2nc(NCCO)[nH]c(=O)c21 (configuration not stated)	3%	-6	-20%	3%	.	5	10%
18	Cc1ccc(Nc2cc(C)nc(N3CCOCC3)n2)c(C)c1	-3%	-6	2%[11.6 µM]	0%	28%	-1	-6%
19	CC(=O)NC(c1ccc(C(C)C)cc1)c1ccc2cccnc2c1O (configuration not stated)	-12%	-11	59%[activator]	1%	228%[activator]	3	7.4µM*
20	CCc1c(C)sc(NC(=O)c2cc(-c3ccco3)on2)c1C#N	-17%	2	2%	4%	?	12	43%

2 entries from above, with values under each structure.
Every second line gives: TbPYK inhibitor | Shiga inhibitor | AMA1-RON2 inh | LmPK inhibitor | Pf growth 96h | CHX counter | Pf growth 48h
2. CCc1ccc(NC(=O)C/C(C)=N/NC(=O)OCc2ccc(OC)cc2)cc1
    -4% | -13 | -1% | 0% | -22% | 11 | 8%
3. COc1ccc(-c2c(-c3ccc(O)cc3O)n[nH]c2C)cc1OC
    1% | -20 | 31%[activator] | -5% | ? | 4 | .

Carrying on:
No.	structure	TbPYK inhibitor	Shiga inhibitor	AMA1-RON2 inh	LmPK inhibitor	Pf growth 96h	CHX counter	Pf growth 48h
21	Cc1cccc(NC(=S)N2CCCC2)c1	-4%	8	3%	5%	2%	1	20%
22	N/C(=N\c1nc2c(c(=O)[nH]1)CCC2)Nc1ccccc1C(F)(F)F	3%	-11	25%	-2%	-24%	2	-1%
23	Nc1nc(SCC(=O)NC2CCCCC2)[nH]c(=O)c1-c1ccccc1	0%	19	26%	5%	?	1	.
24	CCOC(=O)C1CCN(C(=O)Cn2c(=O)oc3cc(S(=O)(=O)N4CCCC4)ccc32)CC1	-4%	-2	-3%	-7%	21%	1	-23%
25	CCOC(=O)N1CCN(CCC(=O)Nc2cc(C)ccc2C)CC1	-4%&1%	-20	0%	6%	0%	-6	-2%
26	COc1ccc(NC(=O)Cn2c(=O)n(CCC(=O)NCC3CCCO3)c(=O)c3cc(OC)c(OC)cc32)cc1 (configuration not stated)	4%&-2%	-6	-14%	-5%	25%	3	22%
27	COc1ccc(Nc2oc(-c3cccs3)nc2C#N)cc1	0%	146*	4%	2%	?	62*	53%[activator]
28	Cc1sc(N/N=C/c2cc([N+](=O)[O-])ccc2O)nc1-c1ccccc1	-20%	5	94%[activator]	0%	?	-5	?
29	O=C(NC(Cc1ccccc1)C(=O)O)c1ccco1 (configuration not stated)	2%	-3	4%	-9%	?	-2	4%
30	O=C(OCc1ccccc1)c1ccccc1	-5%&3%	.	29%	.	1%	.	15%
31	CCC(C(=O)NCCCN1CCN(C)CC1)n1nc(C)c2sc3ccccc3c2c1=O (configuration not stated)	0%	-10	0%	2%	3%	0	?
32	Cc1cc(N2CCN(S(=O)(=O)c3ccccc3)CC2)nc2c(C)cccc12	-2%	-7	10%	-4%	13µM*	-7	-7%
33	CCOC(=O)CN(C(=O)COc1nc(-c2ccccc2)cc(C)c1C#N)c1ccccc1	-2%	7	-8%	4%	?	-1	?
34	Cc1ccc(-c2nnn(CC(=O)N(c3cccc(F)c3)C(C(=O)NC3CCCC3)c3ccco3)n2)o1 (configuration not stated)	4%	4	?	0%	-9%	-3	6%
35	Cc1cc(C)cc(C(=O)NC(CC(N)=O)c2ccc(NCC3CC3)c([N+](=O)[O-])c2)c1 (configuration not stated)	1%	5	2%	-1%	?	4	-22%
36	CCC1CCCCN1c1nc(-c2cccc(OC)c2O)nc2ccccc12 (configuration not stated)	-1%	-11	?	11%	?	-5	?
37	CCOc1ccc(CCNC(=O)C2CCCN(c3nn4c(=O)cc(C)nc4s3)C2)cc1OCC (configuration not stated)	3%	-13	4%	0%	0.15µM*	-2	?
38	CN1CCC(=NNC(=O)c2ccc(N(Cc3ccccc3Cl)S(C)(=O)=O)cc2)CC1	-10%	-13	44%[activator]	-2%	?	-3	?
39	O=C(Cc1ccc([N+](=O)[O-])cc1)NCc1ccccn1	0%	7	64%[activator]	-1%	-13%	0	46%[activator]
40	COC(=O)Cn1c(=O)c2c(nc3n2CCCN3Cc2ccccc2)n(C)c1=O	-7%	-22	0%	6%	?	-3	-19%
41	Cc1cccc[n+]1CC(=O)Nc1ccc([N+](=O)[O-])cc1	3%	-5	-1%	2%	?	1	-25%
42	COc1ccc(C2CC(c3ccccc3O)=NN2C(=O)c2ccccc2)cc1OC (configuration not stated)	1%	-7	-4%	0%	4.1µM*	-2	6.6µM*
43	Cc1cc(OCC(=O)Nc2ccc(S(=O)(=O)N3CCN(C)CC3)cc2)cc(C)c1Cl	-5%	-13	-18%	1%	12%	-4	?
44	O=C(N/N=C/c1ccccc1)c1cc(=O)[nH]c2ccccc12	-7%	-12	28%	-6%	?	-1	0%
45	COc1ccc2cc(C(c3nnnn3Cc3ccc(F)cc3)N3CCCCCC3)c(=O)[nH]c2c1 (configuration not stated)	0%	35	-6%	1%	.	-2	12µM*
46	Cc1cc(NC(=O)CSCC(=O)N(C)Cc2ccc(Cl)cc2Cl)no1	11%	.	37%[activator]	.	-8%	.	6%
47	O=C(COc1ccc(Cl)cc1)Nc1ccc(C(=O)O)cc1NC(=O)COc1ccc(Cl)cc1	0%	-6	-10%	-3%	3%	2	63%[activator]
48	CN1CCN(C(=O)C23CCC(C)(C(=O)C2Br)C3(C)C)CC1 (configuration not stated)	-6%	15	10%	-8%	-23%	-1	-2%
49	CCOc1ccc(N(C)Cc2cc(=O)oc3ccc(OC)cc23)cc1	-11%	-26	?	5%	-28%	-2	-9%
50	C/C(=N\NC(=O)Cc1ccccc1)c1cccs1	-3%	-1	-1%	1%	68%[activator]	9	31%[activator]
51	O=C(/C=C/c1ccccc1)N/C(=C/c1ccccc1)C(=O)NCCCO	-11%	-5	5%	1%	-11%	-4	5%
52	CCOCCCNC(=O)CCc1nnc2ccc(N3CCCCC3)nn12	-2%	-6	-3%	2%	-5%	-4	-19%
53	Cc1cccc(C)c1NC(=S)N(CCCN1CCN(C)CC1)Cc1cccs1	-1%	-10	9%	-1%	-12%	-6	-13%
54	C1CCN(CCCNC2C3CC4CC(C3)CC2C4)C1 (configuration not stated)	-8%	-5	-5%	1%	?	-7	?
55	Cc1ccccc1NC(=S)Nc1cccc([N+](=O)[O-])c1	-10%	-14	-3%	0%	19%	-4	2%
56	C=C1CSc2nc3ccccc3c(=O)n21	4%	-10	-3%	-4%	15%	-1	13%
57	CCN(CC(=O)NCc1cccs1)S(=O)(=O)c1ccc(F)cc1	-1%	.	-1%	.	26%	.	26%
58	O=C(CN1CCN(S(=O)(=O)N2CCOCC2)CC1)Nc1cc(Cl)cc(Cl)c1	4%	-8	-11%	-1%	-10%	3	-6%

Of the compounds above, these contain an NH in an aromatic ring:
No.	structure	TbPYK inhibitor	Shiga inhibitor	AMA1-RON2 inh	LmPK inhibitor	Pf growth 96h	CHX counter	Pf growth 48h
1	CCN(CC)CCn1c(=S)[nH]c2cc(C(=O)NCc3ccc(C)cc3)ccc2c1=O	9%	-4	40%[activator]	1%	?	-6	13%
3	COc1ccc(-c2c(-c3ccc(O)cc3O)n[nH]c2C)cc1OC	1%	-20	31%[activator]	-5%	?	4	.
14	CCCNc1[nH]c(=O)n(C)c(=O)c1N=O	3%	-10	-5%	-6%	-17%	2	34%[activator]
17	CCC1(C)Cc2ccccc2-c2nc(NCCO)[nH]c(=O)c21 (configuration not stated)	3%	-6	-20%	3%	.	5	10%
22	N/C(=N\c1nc2c(c(=O)[nH]1)CCC2)Nc1ccccc1C(F)(F)F	3%	-11	25%	-2%	-24%	2	-1%
23	Nc1nc(SCC(=O)NC2CCCCC2)[nH]c(=O)c1-c1ccccc1	0%	19	26%	5%	?	1	.
44	O=C(N/N=C/c1ccccc1)c1cc(=O)[nH]c2ccccc12	-7%	-12	28%	-6%	?	-1	0%
45	COc1ccc2cc(C(c3nnnn3Cc3ccc(F)cc3)N3CCCCCC3)c(=O)[nH]c2c1 (configuration not stated)	0%	35	-6%	1%	.	-2	12µM*

Rows are unselected; about 21% have a hit in one of these screens.
